# AddAB inh – less growth of phage-infected E. coli with AddAB | E. coli expressing H. pylori AddAB, absorbance growth | inhibition, % at 11.9 µM | 330,000 tested, 0.29% active; in the data active = inhibition above about 12%;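 note: 0% = vehicle wells of infected cells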
# E coli growth – bacterial growth inhibition, counter-screen for AddAB inhibitors; E. coli V3065 growth, OD600 absorbance, 18 h; inhibition, % at 11.9 µM; 330,000 tested, 0.27% active; AID 449728;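 active = inhibition above the campaign's mean inhibition across all tested compounds plus 3 SD, cut at about 9.9% in these data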;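 note: uninfected addAB+ strain grown without phage in ampicillin broth; 0% = DMSO wells and 100% = ciprofloxacin 0.95 µg/ml wells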
# Pemphigus Ab inh – inhibitors of pemphigus antibody binding to human desmoglein-3; 310,000 tested, 0.48% active; P32926; binding (percent of control), % at 10 µM; DSG3-coupled beads, scFv-anti-DSG3-GFP binding, flow cytometry; hits give low values;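 active = binding more than 3 SD below its plate's average and above zero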;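 note: hits lower antibody fragment binding to DSG3; some compounds called inactive have numbers as strong as hits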
# Arrestin-AP2 inh – blocks beta-arrestin peptide binding to AP2 adaptin | FITC-arrestin peptide / GST-AP2 beads, flow cytometry; AP2 beta2 appendage carries R879A mutation | inhibition, % at 10 µM | 340,000 tested, 0.31% active | AID 504490;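 active = inhibition above a set limit, near 3 SD of compounds lacking own fluorescence, cut at about 54% in these data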;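 note: plate controls were DMSO wells for no effect and 5 µM unlabelled arrestin peptide for full effect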
#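 System: GST-AP2 R879A glutathione beads | Also added: FITC-arrestin peptide, 50 nM | Times: 12 min plus 1 h, RT | Signal: Bead flow cytometry, FITC channel | Buffer or medium: PBS with 0.05% Tween 20 and 0.1% BSA | Read-out basis: Percent drop in bead-associated FITC signal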
# phage Ecoli inh – E. coli growth loss with phage present | growth absorbance | inhibition, % at 11.9 µM | 360,000 tested, 0.26% active | AID 651602; in the data active = inhibition above about 11%
# MOR-DOR ag – agonists of human mu-delta opioid receptor heterodimerization; cells, OPRM1-OPRD1 heterodimerization, luminescence; activation, % at 9.3 µM; 340,000 tested, 0.3% active; AID 504326; in the data active = activation above about 18%;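 note: 0% = vehicle-treated cells and 100% = reference agonist; values of inactives mirror those of a sister screen read the other way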
# Target sequence (P35372 whole entry, looked up): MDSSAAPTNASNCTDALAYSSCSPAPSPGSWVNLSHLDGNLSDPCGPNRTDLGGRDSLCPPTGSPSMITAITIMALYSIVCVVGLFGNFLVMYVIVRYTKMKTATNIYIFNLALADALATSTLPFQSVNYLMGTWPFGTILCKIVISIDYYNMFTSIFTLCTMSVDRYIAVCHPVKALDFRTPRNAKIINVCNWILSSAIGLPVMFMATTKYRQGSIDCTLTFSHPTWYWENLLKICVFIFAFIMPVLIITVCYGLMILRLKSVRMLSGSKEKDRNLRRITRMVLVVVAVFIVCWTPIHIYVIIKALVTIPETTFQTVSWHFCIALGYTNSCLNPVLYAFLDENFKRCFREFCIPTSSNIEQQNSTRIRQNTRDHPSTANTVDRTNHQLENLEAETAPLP
# Target sequence (P41143 whole entry, looked up): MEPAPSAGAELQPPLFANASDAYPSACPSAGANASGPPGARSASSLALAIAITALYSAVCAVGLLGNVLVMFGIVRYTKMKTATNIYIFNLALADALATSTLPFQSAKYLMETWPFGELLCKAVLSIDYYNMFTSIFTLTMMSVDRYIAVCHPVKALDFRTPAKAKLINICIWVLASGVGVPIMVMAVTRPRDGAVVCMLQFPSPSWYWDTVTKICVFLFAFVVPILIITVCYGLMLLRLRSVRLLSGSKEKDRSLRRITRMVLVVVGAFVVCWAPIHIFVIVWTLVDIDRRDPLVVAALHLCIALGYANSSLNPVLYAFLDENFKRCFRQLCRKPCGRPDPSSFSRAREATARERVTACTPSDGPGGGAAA
# SUMO Mot1 rescue – blocks SUMOylation pathway, rescuing yeast Mot1-301 growth; S. cerevisiae Mot1-301 growth rescue, ATP luminescence, 38.5C; percent above DMSO median, 100 means doubled; growth rescue, % at 18.8 µM; 320,000 tested, 1% active;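 active = every valid replicate shows activation above 250% relative to neutral control wells; inactive = the rest, any valid replicate at or below 250%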;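 note: OY570 slx delta 5 strain wells were the positive control but not used for scaling; some compounds called inactive have numbers as strong as hits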
# OPRM1-OPRD1 inv – mu-delta opioid heterodimer inverse agonism | P35372+P41143 | cell-based MOR-DOR heterodimer luminescence | inhibition, % at 9.3 µM | 340,000 tested, 0.21% active | AID 504357; in the data active = inhibition above about 22%, passing the limit was not always enough;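 note: 0% = cells with DMSO and 100% = wells without cells with DMSO; values of inactives mirror those of a sister screen read the other way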
# Tat export inh – inhibitors of E. coli Tat protein transport; 340,000 tested, 0.036% active; E. coli MC4100 TorA-mCherry Tat export, fluorescence; inhibition, % at 10 µM;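 active = mean replicate inhibition at least 50% and at least half of replicates individually reaching 50%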;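 note: exported cargo escapes ClpAP degradation while cytoplasmic cargo is degraded and loses fluorescence; 0% = median of neutral control wells and 100% = median of NaSCN control wells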
# PKA-R1A activ – PKA-R1A complex activation | P00514+P68181 | PKA-R1A dissociation, Cy5-IP20 fluorescence polarization; scaled: DMSO 0%, 113 µM cGMP 100% | activation, % at 11.4 µM | 340,000 tested, 0.083% active | AID 504707;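 active = percent activation above the mean of all tested compounds plus 3 SD, cut at about 19% in these data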;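 note: higher means more PKAc released from R1A so a rise in polarization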
# PfHsp90 yeast 2 – reduces growth (ATP signal) of yeast expressing P. falciparum Hsp90; S. cerevisiae expressing PfHsp90, BacTiter-Glo ATP, 48 h; yeast lacking PDR1 and PDR3 efflux regulators; AID 504621; inhibition, % at 9.4 µM; 310,000 tested, 0.32% active;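 active = every replicate shows inhibition above about 80%, whatever the replicate mean, limit read from the data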;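 note: 0% = DMSO neutral controls and 100% = 20 µM radicicol positive controls; yeast relying on Plasmodium falciparum Hsp90 in place of its own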
# * marks the source's active call; other numbers are inactive results; . = no result given.
# Sequence of screens – SUMO Mot1 rescue	PfHsp90 yeast 2	PKA-R1A activ	OPRM1-OPRD1 inv	E coli growth	Tat export inh	AddAB inh	Pemphigus Ab inh	phage Ecoli inh	Arrestin-AP2 inh	MOR-DOR ag
1. CSc1ccccc1NC(=O)COc1ccc(Cl)cc1
    32	-19	-4	-43	-2.5	3	-1.1	98	4.0	4	8.2
2. Cc1ccc(NS(=O)(=O)c2ccc3[nH]c(=O)oc3c2)cc1Cl
    -5	-39	2	3	-0.2	2	1.9	98	0.8	-15	-0.8
3. Nc1nc2c(ncn2[C@H]2C[C@H](O)[C@@H](CO)O2)c(=O)[nH]1
    3	-15	2	2	-1.1	-5	-3.5	113	2.2	15	-0.4
4. Cc1c(C(=O)NCc2ccco2)oc2ccc(Br)cc12
    .	5	3	8	.	-3	.	109	4.6	43	-1.6
5. CCCCC(=O)Nc1sc2c(c1C(=O)OCC)CCC(C=O)=C2Cl
    27	.	-9	-5	-0.5	-4	0.4	96	.	18	0.9
6. COC(=O)CN1C(=O)C(O)(CC(=O)c2cccc(Br)c2)c2ccccc21 (stereo not drawn)
    -11	-3	-3	43*	0.9	8	5.4	101	1.8	6	-8.4
7. Cc1ccc(-n2c(=O)c3sccc3n(CC(=O)NCC3CCCO3)c2=O)cc1F (stereo not drawn)
    5	-3	4	3	0.6	2	1.5	110	-1.8	-4	-0.4
8. Cc1c(Br)cc(C(=O)OC2CCN(C)CC2)c(C)c1C
    7	14	-9	-8	-2.0	2	1.9	99	0.9	0	1.3
9. CC(OC(=O)Cn1nnc2ccccc21)C(=O)NC1CCCC1 (stereo not drawn)
    105	3	-1	8	-1.9	-5	0.7	.	0.7	-5	-1.2
10. CN(C)Cc1nc2ccccc2c(=O)n1CC#N
    .	-5	-20	15	-0.8	5	0.8	99	4.6	41	-2.7
11. O=C(COc1ccccc1)OCc1csc(Nc2ccccc2)n1
    -3	-4	-7	-15	2.3	3	-1.2	97	1.1	1	2.1
12. O=C(COC(=O)c1cnc(Cl)c(Cl)c1)NC1CC1
    -19	.	-5	19	-1.3	0	-2.2	90	0.2	-7	-3.6
13. C[C@H]1CN([C@@H](C)CO)C(=O)Cc2cc(NC(=O)CCC(F)(F)F)ccc2O[C@H]1CN(C)Cc1ccc(-c2ccccc2)cc1
    33	16	-5	2	-1.6	10	0.4	98	2.1	26	-0.3
14. CC1CCCCC1NC(=O)c1ccco1 (stereo not drawn)
    .	.	3	-3	.	3	.	112	3.3	27	0.4
15. CC(=C/C(=O)O)/C=C/c1ccco1
    3	2	9	9	1.4	0	2.8	98	1.7	21	-1.7
16. COc1ccccc1NC(=O)c1ccccc1C(=O)O
    1	25	6	13	1.2	5	2.4	100	3.0	-13	-2.6
17. O=C(CCC(=O)c1ccc(Cl)s1)Nc1ncccc1O
    28	-2	12	7	-1.9	5	-0.6	100	4.6	-2	-1.8
18. O=C(O)CCC(=O)NNC(=O)CCC(=O)NCc1ccccc1
    169	37	-9	11	-1.4	0	4.0	98	0.4	26	-1.9
19. COC(=O)c1ccccc1NC(=O)Cn1c(SC)c(F)cnc1=O
    -9	20	4	11	-1.4	-6	0.2	96	0.7	-6	-2.1
20. CS(=O)(=O)N(CC(=O)NCCSCc1ccccc1)c1ccccc1Br
    65	-20	-2	11	1.7	-3	0.8	101	-1.5	4	-2.1
21. COc1ccc(CN(C)C(=O)c2oc3ccccc3c2CSC)cc1F
    0	10	-4	-6	3.6	8	1.2	108	-1.4	-14	1.2
22. O=C(c1ccc(F)cc1)C1CCN(Cc2cn[nH]c2-c2ccccc2)CC1
    -15	-8	6	19	0.4	5	-0.8	.	0.6	9	-3.9
23. NS(=O)(=O)c1ccc(NC(=O)CCCCC(=O)Nc2ccc(S(N)(=O)=O)cc2)cc1
    -25	-22	-9	11	0.7	2	1.2	100	3.2	-16	-2.4
24. CC(Nc1ccccc1)C(=O)Nc1ccc(F)cc1 (stereo not drawn)
    -10	-2	5	-10	1.8	-1	2.2	.	2.8	-2	2.0
25. CC(=O)N1CCN(c2ccccc2NC(=O)c2ccc3ccccc3c2)CC1
    -7	14	-10	11	-0.1	-9	2.0	103	4.0	28	-2.1
26. C=CCn1c(SCC(=O)NC2CCCC2)nc2scc(-c3ccco3)c2c1=O
    85	30	3	5	-1.0	2	-0.1	95	2.2	11	-0.8
27. COc1cccc(N(CC(=O)NC2CCCC2)C(=O)CCCC(=O)Nc2ccccn2)c1
    3	10	-3	6	-2.8	2	3.0	97	1.6	-4	-0.9
28. COc1cccc(-c2nc(CS(=O)(=O)CC(=O)N3CCN(c4ccccn4)CC3)c(C)o2)c1
    2	-4	-6	4	0.6	-4	0.7	96	-1.4	18	-0.6
29. Cc1noc(/C=C/N(C)C)c1S(=O)(=O)N1CCc2ccccc21
    -8	17	1	5	-1.6	1	2.4	84	1.7	-2	-1.0
30. COC(=O)c1ccc(CN2CCCC(C(=O)c3cc(F)ccc3OC)C2)cc1 (stereo not drawn)
    -9	3	-4	-7	-1.7	6	3.8	96	2.1	6	1.6
31. CCN(Cc1ccccc1)C(=O)CS(=O)(=O)c1ccccc1
    -17	2	1	-9	0.2	-3	-0.1	80	-1.7	4	1.7
32. CCCCC1(C)Cc2ccccc2C(=S)N1 (stereo not drawn)
    3	-84	-8	-13	1.7	-4	1.5	102	3.4	21	2.2
33. CCCCCc1ccnc(CC(=O)c2ccc(OC)cc2)c1
    .	-28	-9	-76	.	-9	.	.	2.5	-15	16
34. COc1ccc(C(CC(=O)N2CCCC(C)C2)c2c(OC)cc(OC)c3ccc(=O)oc23)cc1 (stereo not drawn)
    100	-19	-6	-1	-2.6	-7	1.4	100	1.9	46	0.2
35. Cn1c(SCc2cccnc2)nc2c(c1=O)SCC2
    .	-2	-5	9	0.9	-2	2.0	.	0.9	25	-1.9
36. Cc1nnc(NC(=O)/C=C/c2ccco2)s1
    -8	-4	17	10	-2.2	-5	1.0	122	0.1	-15	-1.7
37. CCC(=O)Nc1cc(ON=C(C)C)cc([N+](=O)[O-])c1
    -9	10	-1	4	1.3	-7	0.3	102	-0.4	0	-0.8
38. COc1ccc(CN2CCN(S(=O)(=O)c3ccc(NC(C)=O)cc3)CC2)c(OC)c1OC
    .	-24	-1	2	0.8	3	-0.7	106	1.0	8	-0.4
39. Clc1ccc(-n2cnnn2)cc1
    -3	19	-16	8	0.0	12	0.5	98	2.0	-1	-1.6
40. COc1ccc(S(=O)(=O)N2CCCC2C(=O)Nc2ccc(O)cc2)cc1 (stereo not drawn)
    3	-5	7	17	1.1	3	6.2	110	2.0	-4	-3.4
41. CCOc1ccc(C(=O)NC2CCN(S(C)(=O)=O)CC2)cc1
    28	31	-1	5	-0.6	0	2.3	.	-1.1	35	-0.8
42. CC1CCCCN1C(=O)C1COc2ccccc2O1 (stereo not drawn)
    3	9	0	-7	2.1	-12	1.6	.	2.4	18	0.9
43. Cc1nc(NC(=O)COC(=O)c2cc3c(s2)CCC(C)C3)c(Cl)cc1Cl (stereo not drawn)
    10	2	-4	-1	-0.4	1	2.8	102	2.8	7	0.3
44. COc1ccc2oc(C(=O)OCC(=O)NCc3ccco3)c(C)c2c1
    -3	.	2	15	-1.9	2	1.7	88	0.1	3	-2.9
45. Cc1cc(N=Nc2ccccc2)cc(C)c1NC(=O)C(F)(F)F
    .	-11	-1	-8	.	5	.	101	1.8	-4	1.7
46. O=C(CSc1nnc([C@@H]2CCCN2)o1)c1ccc(Cl)cc1
    -9	56	-8	3	-1.7	-13	-1.7	102	1.8	2	-0.5
47. CC1CCCN(C(=O)Nc2cccc(NC(=O)N3CCCC(C)C3C)c2)C1C (stereo not drawn)
    -21	0	0	5	-1.4	8	-1.4	112	3.8	1	-0.9
48. CC(OC(=O)Cc1ccsc1)C(=O)Nc1ccc(C(N)=O)cc1 (stereo not drawn)
    .	6	2	11	-2.0	3	0.8	98	0.1	27	-2.8
49. Cc1ccc(Cn2c(=N)n(CC(=O)c3ccccc3)c3ccccc32)cc1
    3	0	-10	-63	-2.2	-10	2.7	111	6.5	-9	8.7
50. COC(=O)c1sccc1NC(=O)c1c(F)c(F)c(F)c(F)c1F
    31	.	.	.	1.4	.	4.5	107	-0.8	25	.

# Next section:
# Sequence of screens – SUMO Mot1 rescue	PfHsp90 yeast 2	PKA-R1A activ	OPRM1-OPRD1 inv	E coli growth	Tat export inh	AddAB inh	Pemphigus Ab inh	phage Ecoli inh	Arrestin-AP2 inh	MOR-DOR ag
51. COC(=O)c1cc(NC(=O)c2ccc(Cn3cc(Cl)cn3)o2)cc(C(=O)OC)c1
    -9	-48	-9	4	-0.8	-11	0.7	95	0.4	-8	-0.6
52. O=C1[C@H]2CC3C=CC2(O3)[C@@H]2OCCCN12 (stereo partly drawn)
    4	-11	16	9	0.5	-3	0.3	104	3.3	12	-1.5
53. COc1ccccc1N(C(=O)c1snc(C(N)=O)c1N)C(C(=O)NCCC(C)C)c1ccco1 (stereo not drawn)
    6	-23	-12	5	-1.7	2	-1.0	110	0.1	-1	-1.0
54. Cc1cc2c(SCC(=O)Nc3ccccc3O)ncnc2s1
    .	-9	-2	17	.	-1	.	102	2.8	2	-3.3
55. COc1ccccc1-c1cc(C(=O)N/N=C/c2ccc(C)s2)c2ccccc2n1
    10	2	-6	10	-5.6	25	-1.1	.	0.8	2	-1.8
56. O=C1CNC(=S)N1Cc1ccccc1
    217	-58	-9	14	0.0	-6	1.1	98	2.9	-2	-2.7
57. CCCCCCCN1CCC(=O)N([C@H](CO)c2ccccc2)CC1
    -16	-14	0	2	-0.6	6	5.2	105	1.4	5	-0.3
58. O=C1CC(c2ccc3c(c2)OCO3)c2cc3c(cc2N1)OCO3 (stereo not drawn)
    39	28	8	3	-0.6	20	5.4	.	3.7	6	-0.6
59. CCOc1ccc(S(=O)(=O)NCCC(=O)NCC(c2cccs2)N2CCOCC2)cc1 (stereo not drawn)
    11	12	3	9	1.1	-5	-0.9	.	-0.3	-1	-1.8
60. C=CCn1c(-c2cc3cccc(OC)c3o2)n[nH]c1=S
    92	10	-2	0	0.4	1	1.0	.	-2.1	-10	-0.1
61. S=c1[nH]nc(-c2ccccc2)n1/N=C/c1cccc(Br)c1
    11	-12	-1	-48	-0.3	-7	-0.4	115	1.0	12	9.4
62. Cc1ccccc1N1CCN(CCCN2C(=O)CC(=C(c3ccccc3)c3ccccc3)C2=O)CC1
    -21	12	13	-24	-1.9	4	1.4	125	4.2	-3	4.3
63. c1cncc(CNc2ncnc3ccc(-c4ccoc4)cc23)c1
    14	0	-11	14	1.2	-1	1.3	106	2.4	7	-2.3
64. Cc1[nH]ccc(=O)c1OCc1ccc(Cl)cc1
    2	-17	0	12	-1.3	7	-0.7	104	-0.5	28	-2.3
